# Compound activity (PubChem BioAssay)
# NS3 helicase inh: inhibitors of HCV NS3 helicase, primary screen, biochemical, Cy5 molecular beacon fluorescence; Hepatitis C virus NS3 helicase; NS3 helicase DNA unwinding; inhibition, % at 10.9 µM; hit rate 0.56% among 290,000; AID 1800, 2009;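 active = inhibition above the mean of all tested compounds plus 3 SD, set per campaign, cut at about 35% in these data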;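 also: 0% = DMSO wells and 100% = thioflavine S control wells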
#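 Assay system: hepatitis C virus NS3 helicase domain fragment enzyme. Also added: annealed dual-labelled DNA beacon duplex, ATP-started. Timing: 1 h reaction at 25 °C, ATP-initiated. Technique: Cy5 fluorescence at 0 and 60 min, beacon hairpin quenching. Evaluation: % inhibition of unwinding. Replication: one well per compound.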
# MEKK3 PB1 HTS: modulators of MEKK3-MEK5 PB1 binding, primary screen, biochemical, wildtype MEKK3, multiplex bead flow cytometry, Alexa488-MEK5. hit rate 1.4% among 290,000. bead-based flow cytometry, Alexa488-MEK5 binding to MEKK3; actives lie on both sides; 0 = blocked by unlabeled MEK5, 100 = vehicle. binding response (% of control), % at 10 µM. AID 1529, 2009;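 active = binding response more than 3 SD above or below the average of its plate-row segment, actives on both sides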;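 also: Alexa488 bead fluorescence after subtracting the streptavidin-only scavenger bead signal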
# Target sequence (Q99759 whole entry, looked up): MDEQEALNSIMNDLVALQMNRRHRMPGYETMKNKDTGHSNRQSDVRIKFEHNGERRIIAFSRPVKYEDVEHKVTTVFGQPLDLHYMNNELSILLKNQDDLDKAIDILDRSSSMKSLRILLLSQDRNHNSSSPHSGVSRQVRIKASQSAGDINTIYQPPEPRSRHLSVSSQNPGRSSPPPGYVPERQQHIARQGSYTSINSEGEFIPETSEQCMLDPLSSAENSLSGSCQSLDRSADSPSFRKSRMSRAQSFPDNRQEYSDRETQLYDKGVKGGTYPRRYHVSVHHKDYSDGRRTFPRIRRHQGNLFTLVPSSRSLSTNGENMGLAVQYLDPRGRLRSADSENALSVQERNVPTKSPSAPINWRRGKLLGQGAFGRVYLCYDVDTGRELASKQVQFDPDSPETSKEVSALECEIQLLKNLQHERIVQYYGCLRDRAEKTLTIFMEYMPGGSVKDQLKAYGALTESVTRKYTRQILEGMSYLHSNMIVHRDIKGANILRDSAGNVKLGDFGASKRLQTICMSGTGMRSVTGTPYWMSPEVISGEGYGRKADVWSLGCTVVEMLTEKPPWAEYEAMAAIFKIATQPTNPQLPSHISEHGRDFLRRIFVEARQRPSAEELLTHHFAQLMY
# MEKK2 WT-MEK5: modulators of MEK5 binding to wildtype MEKK2, primary screen, biochemical, multiplex bead flow cytometry, Alexa488-MEK5; AID 1531, 2009; hit rate 1.1% among 290,000; Alexa488-MEK5 binding to MEKK2 WT; actives lie on both sides; binding response (% of control), % at 10 µM; Mitogen-activated protein kinase kinase kinase 2 (Homo sapiens), Q9Y2U5; in the data active = binding response below about 67% or above about 130%
# MEKK2mut PB1 HTS: MEK5 binding signal on mutant MEKK2 PB1, primary screen, biochemical, multiplex bead flow cytometry, Alexa488-MEK5 | hit rate 0.35% among 290,000 | Alexa488-MEK5 binding to MEKK2 mutant | percent response, % at 10 µM; in the data active = percent response above about 24%, passing the limit was not always enough; also: inactives centre near 1; some results filed as inactive read as strong as hits; reference of the scale not given here
# DNA FID counter: compounds displacing fluorescent DNA intercalator, primary screen, artefact control for HCV NS3 helicase inhibitor project, biochemical, FID fluorescence. AID 1845, 2009. inhibition, % at 7.9 µM. DNA fluorescent intercalator displacement. hit rate 0.17% among 290,000; in the data active = inhibition above about 37%;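 also: 0% = vehicle and 100% = reference compound; higher means more ethidium bromide displaced from hairpin DNA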
# CRFBP-R2 agonist: agonists of CRF-BP/CRF-R2 complex, primary screen, cell-based, HEK293, calcium dye fluorescence, uHTS. calcium dye fluorescence (FLIPR); percent of saturating CRF peptide response. activation, % at 13.2 µM. hit rate 0.46% among 350,000. AID 588473, 2011;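 active = activation of at least 50%, plus an integration ratio under a set limit after plate pattern correction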;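 also: plate controls were neutral control wells without compound for no effect and CRF at EC100 for full effect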
# GalR3 antagonist: GalR3 antagonists in HEK293 cells, primary screen, cell-based, fluorescence readout; inhibition, % at 3 µM; Galanin receptor type 3 (Homo sapiens), O60755; HEK293 GalR3-CNG cAMP membrane potential fluorescence; galR3 body fused to GalR1 C-terminus; hit rate 0.44% among 360,000;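 active = inhibition above the screen-wide average plus 3 SD, cut at about 13% in these data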;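 also: forskolin and galanin both at EC90 stimulate the cells; cAMP rise reported by CNG channel membrane potential dye signal; 0% = forskolin plus galanin with DMSO and 100% = forskolin alone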
# Target sequence (O60755 1-299 limits assumed): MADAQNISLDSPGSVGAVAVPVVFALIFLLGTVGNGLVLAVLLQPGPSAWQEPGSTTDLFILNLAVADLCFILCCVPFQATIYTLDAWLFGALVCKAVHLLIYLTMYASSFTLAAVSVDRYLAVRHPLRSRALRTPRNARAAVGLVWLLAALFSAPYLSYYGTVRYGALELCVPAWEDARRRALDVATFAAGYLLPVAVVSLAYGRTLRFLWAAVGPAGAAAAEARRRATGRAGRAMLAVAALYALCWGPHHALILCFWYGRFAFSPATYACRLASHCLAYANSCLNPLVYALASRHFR
# CRFBP-R2 block: antagonists of CRF-BP/CRF-R2 complex, primary screen, cell-based, HEK293, calcium dye fluorescence, uHTS; CRF-induced calcium fluorescence; hit rate 0.59% among 350,000; inhibition, % at 11.8 µM; AID 588475, 2011;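 active = inhibition of the ligand-induced calcium signal above about 50% at the single tested concentration, limit read from the data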
# UBC9 SUMO inh: inhibitors of in vitro SUMOylation cascade, primary screen, biochemical, HTRF, uHTS; SUMO-conjugating enzyme UBC9 (Homo sapiens), P63279; HTRF SUMOylation assay, SAE1/SAE2 + UBC9; inhibition, % at 35 µM; hit rate 0.36% among 290,000; AID 2006, 2009; in the data active = inhibition above about 50%, passing the limit was not always enough; also: strong numbers were not always called active
# Target sequence (P63279 whole entry, looked up): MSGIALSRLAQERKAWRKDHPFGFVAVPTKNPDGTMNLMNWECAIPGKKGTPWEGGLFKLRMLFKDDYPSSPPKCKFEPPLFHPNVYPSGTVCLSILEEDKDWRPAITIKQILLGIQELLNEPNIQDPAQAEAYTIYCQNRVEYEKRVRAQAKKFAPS
# Starred values were filed as active, the others as inactive; / = no result given; [ ] = another dose, or the depositor's remark.
SMILES,NS3 helicase inh,MEKK3 PB1 HTS,MEKK2 WT-MEK5,MEKK2mut PB1 HTS,DNA FID counter,CRFBP-R2 agonist,GalR3 antagonist,CRFBP-R2 block,UBC9 SUMO inh
COc1ccc(S(=O)(=O)N2CCCCCC2)cc1C(=O)OC(C)C(N)=O (stereo not drawn),4,100,100,-2,-8,0.0,-5,9,6
CC(=O)c1ccc(N2CCN(S(=O)(=O)c3c(C(=O)N4CCCC4)c(C)n(C)c3C)CC2)cc1,0,102,103,1,-49,-1.2,11,6,9
O=C(NCCC1=CCCCC1)C1CCCN(S(=O)(=O)c2cccc3cccnc23)C1 (stereo not drawn),-10,95,97,-2,-30,-8.3,-1,-24,2
CCC1Oc2ccccc2N(CC(=O)NCCCN2CCCC2)C1=O (stereo not drawn),-4,104,109,8,6,-0.3,1,8,-5
NC(=O)CSc1nnc(COc2ccccc2)n1Cc1ccco1,-4,131*,120,0,-3,-4.4,-3,-10,16
CCNC(=S)Nc1cc(OCC)c(NC(=O)c2ccco2)cc1OCC,-5,97,99,1,-6,-4.8,-6,4,5
COC(=O)c1ccccc1C(=O)N1CCCC(CCC(=O)NCc2ccc(F)c(F)c2)C1 (stereo not drawn),5,95,90,-15,-36,0.2,6,2,15
Cc1csc(NC(=O)CCn2c(=O)sc3ccccc32)n1,0,70*[inhibitor],81,-7,-7,1.3,-2,-6,12
O=C(O)C1CC=CCC1C(=O)Nc1ccc(S(=O)(=O)N2CCCc3ccccc32)cc1 (stereo not drawn),11,99,99,-2,-35,3.7,-1,-2,9
CC(C)C(OC(=O)c1ccco1)C(=O)NC1CCCCC1 (stereo not drawn),20,99,107,2,-19,-5.1,-3,15,5
O=S(=O)(c1ccccc1)N1CCN(C(=S)Nc2ccc(Br)cc2)CC1,-16,96,91,-7,-19,1.4,-5,3,-19
O=C(CSc1nccc(=O)[nH]1)Nc1ccc(F)c(Cl)c1,-1,98,103,2,0,-1.2,-2,-17,2
O=C(NCCCN1CCCCCC1)c1cc2c(=O)oc3ccccc3c2s1,-65,106,136*,23,5,1.4,-6,3,-12
Nn1c(COc2ccccc2)nnc1SCC(=O)O,-3,99,99,4,4,8.6,-2,-24,10
Cc1cc2nc(SC(C)C(=O)O)[nH]c2cc1C (stereo not drawn),9,97,95,0,5,-2.8,-4,-2,16
O=C1[C@@H]2Cc3c([nH]c4ccccc34)C(c3cccc([N+](=O)[O-])c3)N2C(=O)CN1C1CCN(Cc2ccccc2)CC1 (stereo partly drawn),-65,105,125,13,27,/,-3,/,-9
CN1CC(c2ccccc2)C2(SC(=S)N(Cc3ccco3)C2=O)C12C(=O)Nc1ccccc12 (stereo not drawn),-9,103,94,0,-14,0.3,-8,33,-22
c1ccc(-c2noc(-c3cccnc3)n2)cc1,-4,104,103,4,-7,0.7,-1,-11,-2
Cc1ccc(C2=NN(C(=O)CCC(=O)O)C(c3cccc([N+](=O)[O-])c3)C2)cc1 (stereo not drawn),2,99,93,-3,-36,1.4,-1,-12,-6
O=C(NNC(=O)c1cccnc1)NC1CCCCC1,-4,98,95,-5,-5,0.7,-5,8,2
COc1ccc(C2=NOC(C(=O)Nc3ccc4c(c3)OCO4)C2)cc1 (stereo not drawn),-4,105,99,-3,-17,-9.2,4,-3,-4
c1ccc(-c2n[nH]c(-c3ccccc3)c2-c2nc3ccccc3[nH]2)cc1,-8,96,93,-5,-13,-1.4,-11,-46,2
CCc1c(C)nn(C(=O)/C(C#N)=C\N(C)C)c1C,2,100,98,-2,-1,-0.9,7,-3,-17
COc1ccccc1CNC(=O)COC(=O)Cc1ccsc1,-21,91,93,-4,-11,-0.5,-4,8,13
Cc1nc(N2CCOCC2)nc(OCCN2CCOCC2)c1[N+](=O)[O-],2,107,119,4,-3,-0.1,-8,25,-6

# Further records follow:
SMILES,NS3 helicase inh,MEKK3 PB1 HTS,MEKK2 WT-MEK5,MEKK2mut PB1 HTS,DNA FID counter,CRFBP-R2 agonist,GalR3 antagonist,CRFBP-R2 block,UBC9 SUMO inh
CCC1CCCCN1C1Sc2ccc(C(=O)OC)cc2NC1=O (stereo not drawn),4,109,106,6,6,1.5,-4,-42,7
C/C(=N/NC(=O)Cc1cccc2ccccc12)c1cccs1,-11,105,105,7,-11,-0.4,0,12,16
CCCNCC1C(Oc2ccc(Cl)cc2Cl)C(=O)N1c1cccc(C)c1C (stereo not drawn),-71,136*,135,4,35,-1.3,-5,-30,-24
CCOC(=O)N1CCC(NC(=O)CS(=O)Cc2nc(-c3ccc(C)cc3)oc2C)CC1 (stereo not drawn),11,99,99,1,-52,1.1,2,2,13
COc1cc(CNc2ccc(CNc3ncn[nH]3)cc2)cc(Cl)c1OCc1ccccc1,-1,102,96,13,-9,-0.8,3,22,-2
COc1cc(CNCc2ccc(SC)cc2)cc(OC)c1,-19,101,114,12,24,-2.4,-9,-1,-4
COc1ccc(OC)c(NC(=O)CCN2CCN(c3ccccc3F)CC2)c1,5,102,95,2,-11,-0.3,-4,6,-15
Cc1cc(C(=O)N/N=C/c2cn(C)nc2C)c2ccccc2n1,-2,100,101,2,-6,0.4,0,10,23
CC(C)(CO)CN1CCC(n2nccc2NC(=O)C2CCCC2)CC1,1,98,102,4,-2,-0.2,1,-5,6
Cc1nnc(SCC(=O)NCc2ccco2)[nH]c1=O,1,133*,135*,7,0,-3.2,0,25,4
C=C(C)C(=O)Nc1cccc(C2=NOC3(C2)C[C@@H](C(N)=O)N(C(=O)[C@H]2CCC(=O)N2)C3)c1 (stereo partly drawn),/,76,81,3,/,-1.9,-3,-7,5
COc1cc(C(=S)N2CCOCC2)ccc1OC(=O)c1ccccc1[N+](=O)[O-],-1,102,101,4,-13,-0.4,-10,-2,-1
CCC(=O)N1CCc2cc(Br)cc(S(=O)(=O)Nc3c(C)n(C)n(-c4ccccc4)c3=O)c21,-2,101,100,0,0,/,/,/,-25
CC(C)C[C@H](NC(=O)c1nc[nH]c1C(=O)NCc1ccccc1)C(=O)OC(C)(C)C,-25,96,105,5,-31,-1.4,-7,6,-28
O=C(NCc1cccs1)C1CCCN(c2ncccn2)C1 (stereo not drawn),-8,101,98,-3,-2,-0.1,-4,-13,-1
CCCC(C(=O)NCC1CCCO1)N(C(=O)CNS(=O)(=O)c1ccccc1)c1ccc(F)cc1 (stereo not drawn),3,103,104,1,-35,-0.4,-9,-3,-5
COc1ccccc1-n1cc(-c2ccccc2)c2c(=S)nc[nH]c21,7,99,98,3,-41,-1.5,-8,-15,-3
CO/N=C(/CS(=O)(=O)Cc1ccccc1Cl)c1ccc(Cl)cc1Cl,-9,101,101,0,-17,2.1,-5,1,-21
O=C(Nc1ccccc1F)Nc1cc(Cl)ccc1-n1cncn1,-9,95,94,-10,-7,0.2,-8,16,-16
Cc1ccc(CNc2ncc(-c3ccc4c(c3)OCO4)n2C)cc1,-8,100,114,3,21,-1.6,-3,-3,2
COC(=O)Cc1ccc(NC(=O)C(c2ccccc2)c2ccccc2)cc1,-15,91,93,-3,-22,-0.8,-5,19,-17
Cc1noc(C)c1C1(O)CCCCCCCCCCC1,-5,116,104,0,-27,2.0,-4,-18,5
O=C(NCC1CCCO1)c1ccc(NS(=O)(=O)c2ccccc2)cc1 (stereo not drawn),-7,94,93,-8,-3,-0.1,-2,-46,5
COc1cccc(OCCn2cc(C(C)=O)c3ccccc32)c1,13,104,107,2,-19,-0.4,27*,11,-2
CCCCOc1ccc(C2(C)NC(=O)N(C)C2=O)cc1 (stereo not drawn),-1,105,107,5,-3,-1.2,-10,21,-5

# Entries shown so far that have a furan ring, fused or not (five):
SMILES,NS3 helicase inh,MEKK3 PB1 HTS,MEKK2 WT-MEK5,MEKK2mut PB1 HTS,DNA FID counter,CRFBP-R2 agonist,GalR3 antagonist,CRFBP-R2 block,UBC9 SUMO inh
NC(=O)CSc1nnc(COc2ccccc2)n1Cc1ccco1,-4,131*,120,0,-3,-4.4,-3,-10,16
CCNC(=S)Nc1cc(OCC)c(NC(=O)c2ccco2)cc1OCC,-5,97,99,1,-6,-4.8,-6,4,5
CC(C)C(OC(=O)c1ccco1)C(=O)NC1CCCCC1 (stereo not drawn),20,99,107,2,-19,-5.1,-3,15,5
CN1CC(c2ccccc2)C2(SC(=S)N(Cc3ccco3)C2=O)C12C(=O)Nc1ccccc12 (stereo not drawn),-9,103,94,0,-14,0.3,-8,33,-22
Cc1nnc(SCC(=O)NCc2ccco2)[nH]c1=O,1,133*,135*,7,0,-3.2,0,25,4

# The listing continues:
SMILES,NS3 helicase inh,MEKK3 PB1 HTS,MEKK2 WT-MEK5,MEKK2mut PB1 HTS,DNA FID counter,CRFBP-R2 agonist,GalR3 antagonist,CRFBP-R2 block,UBC9 SUMO inh
Cc1nn(CC(=O)O)c(=O)c2ccccc12,-5,102,103,-2,2,0.9,-5,-4,21
CCN1C(=O)/C(=C\N(C)C)S/C1=N\S(=O)(=O)c1ccc(C)cc1,-1,/,/,/,-4,0.2,-4,-2,6
CC(=O)c1cc(F)c(N2CCN(c3ccc([N+](=O)[O-])cc3F)CC2)cc1C,-9,98,98,2,0,4.0,-3,-3,8
CC(C)CCNC(=O)COc1ccc2c(c1)C(=O)CC(C)(C)O2,2,99,98,-3,-22,-4.5,-4,0,28
CS(=O)(=O)N1N=C(c2ccco2)CC1c1ccc(Cl)cc1 (stereo not drawn),0,96,85,5,-2,0.4,-12,-12,21
COC(=O)c1ccc(C(=O)OC)c(NC(=O)/C=C/C(=O)O)c1,-5,95,99,-13,0,-2.0,-5,16,9
CC(C)C(NC(=O)C1CCCCC1)C(=O)NC1=NCCS1 (stereo not drawn),5,/,/,/,-7,-0.6,-3,-22,8
Cc1ccc2nc(SC(C)C(=O)N3CCCC3)[nH]c2c1 (stereo not drawn),-4,105,105,8,0,-2.0,-4,8,-3
O=c1cc(CN2CCc3ccccc32)nc2sccn12,0,89,92,-3,-6,1.3,4,-9,2
CCOc1cc2[nH]c(=S)n(CCCN(CC)CC)c(=O)c2cc1OCC,0,102,101,-4,4,-0.6,-4,-12,-8
COc1ccc(N2CCN(C(=O)c3ccccc3)CC2)c([N+](=O)[O-])c1,-14,89,87,-11,-15,4.6,-1,3,0
CN1CCN(S(=O)(=O)c2cccc(C(=O)Nc3ccccc3N3CCCC3)c2)CC1,-8,111,115,10,10,-0.3,-2,-2,13
Cc1cnc(=O)[nH]c1SCC(=O)c1ccc(F)cc1,8,88,91,-12,-7,-2.1,-2,-12,12
Cc1ccc(OCCN(C)C(=O)C2CCC(=O)N(CCCN3CCOCC3)C2)cc1 (stereo not drawn),-6,103,107,2,4,1.0,0,7,5
COC(=O)c1sccc1NC(=O)CC1C(=O)NCCN1C(=O)c1ccc(N(C)C)cc1 (stereo not drawn),0,85,84,-11,-23,0.4,2,5,3

# These rows are one share of the data. The share of hits here may be higher or lower than overall.
